Assay outcomes (PubChem)
Dynein cargo inh – inhibitors of GR-EGFP nuclear translocation, primary screen, dynein cargo transport inhibitor project, imaging, high-content, 3617.4 mouse cells; 0.47% of 220,000 active; test concentration mostly 20 µM; stimulated with dexamethasone, 1 µM; hits give low values; z-score, hits read low; AID 1381, 2008;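 active = plate z-score of nuclear minus cytoplasmic receptor signal below a set negative limit, without overly bright fluorescence or cell loss, cut at about -3.5 in these data, passing the limit was not always enough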;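 note: z-score of nuclear minus cytoplasmic ring GR-EGFP intensity difference per well; some compounds called inactive have numbers as strong as hits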
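Buffer or medium: tet-free medium with charcoal-stripped serum / Also added: dexamethasone agonist, 1.0 µM final, for 30 min / Timing: induction 48 h, compound 1 h, agonist 30 min / Measured by: high-content fluorescence imaging after fixation / Read-out: nuclear-to-cytoplasmic GR-EGFP distribution per well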
Lipid droplet – inhibitors of hepatocyte lipid droplet formation, primary screen, imaging, high-throughput imaging, BODIPY stain; inhibition, % at 6.5 µM; AID 1656, 2009; AML12 mouse hepatocytes, oleate lipid droplets; 0.4% of 240,000 active;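 active = lipid droplet intensity inhibited by at least 50%, with more than 500 cells counted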
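material = mouse AML12 hepatocyte cell line, fixed after treatment | also added = 100 µM oleic acid challenge | doses = compound at 6.5 µM only | schedule = overnight exposure | technique = Image-based BODIPY and DAPI two-channel analysis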
CSM14.1 death rescue – rescue of cells from ER stress-induced death, primary screen, 384-well, CSM14.1, thapsigargin, ATP luminescence (AID 1222). 190,000 tested, under 10 active. one-dose cellular ATP content (survival), % at 20 µM; EC50 in µM for titrated hits. CSM14.1 thapsigargin-induced death rescue, ATP luminescence; higher % means a stronger effect;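 active = EC50 below 50 µM in the dose-response confirmation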;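 note: death triggered by thapsigargin at about 15 µM added after 2 h compound pretreatment; cell ATP read after overnight thapsigargin exposure of roughly 18 to 22 hours; normalized against plate controls of thapsigargin alone and 5% DMSO vehicle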
Autophagy HCS – autophagy modulators in MEF cells, primary screen, imaging, high-content, MEF GFP-LC3; calls only at 10 µM (by protocol); AID 463193, 2010; 0.98% of 190,000 active; MEF GFP-LC3 puncta imaging; test concentration mostly 10 µM;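 active = percentage of spot-positive cells more than 3 SD above its plate mean, without a fluorescence outlier flag or 80% toxicity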;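 note: spot-positive cell cutoff set from DMSO-treated cells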
Ins promoter up – insulin promoter activators in MIN6 cells, imaging, high-content screening, mouse beta cells. MIN6 insulin promoter-GFP reporter; hits give high values. 0.3% of 190,000 active. z-score at 5 µM;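 active = z-score above 3 at 5 µM with at least 500 cells counted in the well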
T cell HTS – modulators of CD8 T cell-vesicle binding, primary screen, mouse 2C CD8+ T cells, flow cytometry. 2C CD8+ T cell-vesicle binding; hits give low values. calls only at 7 µM. 0.068% of 330,000 active;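 active = response, share of CD8 T cells binding vesicles, and their 90th percentile fluorescence all below set limits, cut at about 80% in these data, passing the limit was not always enough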
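Read-out – percent CD8+ FL2 mean versus row control · System – murine 2C transgenic CD8+ T lymphocytes · Times – 1.5 h cell–vesicle binding at 37 °C, then 20 min icy labelling · Control set – naked vesicles low, QL9 vesicles with vehicle high · Detection – cytometric PE anti-B7-1 and Alexa647 anti-CD8 signals after 1% paraformaldehyde fixation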
MT stabilizer – microtubule stabilizers in HeLa cells, primary screen, imaging, high-content imaging; HeLa tubulin immunostaining HCS, 24 h; share of cells brighter than vehicle mean+2SD; % tubulin-high responders, % at 10 µM; 0.83% of 200,000 active; AID 2205, 2009;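 active = plate Z-score above 3 for both tubulin-high and condensed-nucleus cell shares, with cell loss under 80%, at 10 µM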;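 note: anti alpha tubulin signal scored within the nucleus-defined area of each cell; some results filed as inactive read as strong as hits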
PhoP inhibition – inhibitors of PhoP regulon expression, primary screen, Salmonella Typhimurium, GFP reporter (AID 1863) | S. Typhimurium PhoP-regulated promoter GFP reporter, 4 h; higher % means a stronger effect | inhibition, % at 50 µM, or IC50 in µM where a hit was titrated | 0.16% of 300,000 active;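 active = inhibition over 29.93%, a cutoff 3 SD above the screen mean, later confirmed by dose response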;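 note: 0% = low Mg2+ inducing control and 100% = high Mg2+ repressing control; strong numbers were not always called active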
b-catenin transl – modulators of beta-catenin nuclear translocation, primary screen, imaging, HeLa cells, immunofluorescence, high-content; nuclear translocation activity, % at 5 µM; 0.3% of 190,000 active;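 active = nuclear translocation activity above 50% at 5 µM, with a well cell count of 50 or more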;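 note: per-cell ratio of nuclear to cytoplasmic median beta-catenin stain intensity; plate controls were DMSO negative control for no effect and GSK-3 inhibitor IX positive control for full effect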
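Assay system: human HeLa cells, native beta-catenin; doses: 5 µM primary, 0.02–20 µM confirmation; incubation: compound treatment 24 h, 37°C, 5% CO2; technique: fluorescence imaging of beta-catenin antibody stain plus DAPI; measure: % activation, nuclear-to-cytoplasmic median beta-catenin signal ratio per cell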
Dynein cargo inh cytoplasmic EGFP – also measured in Dynein cargo inh; calls as there; z-score; measured here: cytoplasmic GR-EGFP intensity; hits give high values
Dynein cargo inh nuclear GR-EGFP – also measured in Dynein cargo inh; calls as there; z-score; measured here: nuclear GR-EGFP intensity;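 lower value marks the stronger effect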
Dynein cargo inh cell count – further read-out of Dynein cargo inh, marked with its call; z-score; measured here: cell count per field
Ins promoter up cell count – further read-out of Ins promoter up, marked with its call; cell count; measured here: cytotoxicity, nuclei count;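 total cells summed across four imaged fields per well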
Lipid droplet cells 6.5 µM – second read-out of Lipid droplet, no call of its own (marks repeat the call); cell count; measured here: cell count, cytotoxicity flag;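 cells counted across two imaged fields per well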
b-catenin transl cell count 5 µM – second read-out of b-catenin transl, no call of its own (marks repeat the call); cell count; measured here: cell count, cytotoxicity flag
T cell HTS vesicle-bound % – further read-out of T cell HTS, marked with its call; double positive events, %; measured here: CD8+ vesicle-bound cell fraction;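 binding gate set so that unloaded-vesicle control wells show 10% double positive cells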
MT stabilizer Hoechst-high % – further read-out of MT stabilizer, marked with its call; % Hoechst-high responders; measured here: nuclear condensation Hoechst responders;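 share of cells brighter than vehicle mean plus two SD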
MT stabilizer cytotoxicity % – further read-out of MT stabilizer, marked with its call; toxicity, %; measured here: cytotoxicity by cell density;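 0% = mean cell density of plate MIN control wells and 100% = no cells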
Autophagy HCS cell loss 18 h – further read-out of Autophagy HCS, marked with its call; toxicity, %; measured here: cell loss, nuclei count;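 cell loss after 18 h compound exposure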
An asterisk follows results filed as active; i = inactive; . = no result given; + = active, no number. The order is random; about 3% have a hit in one of these screens.

structure	Dynein cargo inh	Dynein cargo inh cytoplasmic EGFP	Dynein cargo inh nuclear GR-EGFP	Dynein cargo inh cell count	Lipid droplet	Lipid droplet cells 6.5 µM	CSM14.1 death rescue	Autophagy HCS	Autophagy HCS cell loss 18 h	Ins promoter up	Ins promoter up cell count	T cell HTS	T cell HTS vesicle-bound %	MT stabilizer	MT stabilizer Hoechst-high %	MT stabilizer cytotoxicity %	PhoP inhibition	b-catenin transl	b-catenin transl cell count 5 µM
C=CCSc1nnc2c(n1)OC(c1c(C)[nH]n(-c3ccccc3)c1=O)Nc1ccccc1-2 (stereo unspecified)	-0.12	-0.16	-0.12	-0.29	.	.	-5.4%	i	7	-0.33	1660	i	28	2.0	1.5	8.9	-5%	-0.3	1348
O=C(c1ncc[nH]1)c1ccccc1C(=O)N1CCOCC1	-0.2	-0.26	-0.74	1	4	787	2.0%	i	-1	1.2	1319	i	32	3.4	1.3	7.6	1%	0.6	1089
Cc1cc(OCCOCCN2CCCC2)ccc1C(C)C	2	-0.2	1.2	-1.6	.	.	-2.7%	i	13	-0.14	1167	i	34	4.9	2.1	6.7	1%	-1.9	998
Cc1ccc(/C=C/C(=O)O)cc1S(=O)(=O)N(CCO)CCO	0.016	-0.2	0.54	0.044	11	798	0.4%	i	-13	1.5	1178	i	11	2.7	1.9	9.2	2%	0.1	482
CN1CCN(C(=O)c2ccc3c(c2)OCCO3)CC1	1.1	-0.24	0.48	-0.52	14	722	-0.7%	i	1	0	1300	i	22	3.4	1.5	4.6	0%	-2.5	1163
O=C(CN1C(=O)C(=O)N(Cc2ccccc2)C1=O)Nc1ccc(F)c(Cl)c1	0.25	-0.39	0.39	3.6	6	698	-1.2%	i	-8	-0.24	1353	i	54	6.1	1.9	6.3	5%	-4.2	1087
O=C(NCC1CCN(Cc2ccccc2Cl)CC1)Nc1cccc(Cl)c1	-0.56	-0.25	-0.27	-0.11	-3	654	-1.8%	i	-3	-0.65	1402	i	29	6.2	2.0	17	-3%	0.6	1543
O=C(CCSCc1ccccc1F)N1CCN(c2ccccn2)CC1	1.4	-0.21	0.99	0.057	-10	751	-1.1%	i	5	-0.13	1239	i	27	3.1	2.5	0.9	-11%	-1.2	1080
O=c1oc2c(CN3CCCCC3)c(O)ccc2c2c1CCCC2	0.033	-0.3	0.094	0.33	5	751	-0.4%	i	4	0.58	853	i	8	1.3	0.7	4.8	-2%	.	.
COCCN(CCOC)C(=O)c1ccc(SCc2ccc(C)cc2)c([N+](=O)[O-])c1	-0.46	-0.26	-0.5	1.7	-7	753	0.2%	i	3	-0.7	1334	i	48	1.4	2.7	7.9	3%	.	.
CCOc1ccc(C2NC(=O)C(C#N)=C(S)N2c2cccc(C)c2)cc1OC (stereo unspecified)	-2.4	0.026	-1.3	1.3	0	775	2.2%	i	5	-0.35	1489	i	50	3.2	1.1	1.3	.	-1.9	948
COc1cccc(-n2nc(C(C)=O)c(=O)[nH]c2=O)c1	-0.13	-0.21	-0.029	0.62	10	733	-1.7%	i	8	1.8	1080	i	33	4.2	2.5	9.9	-4%	-2.8	937
CC1(C)c2ccccc2N(CC(N)=O)C12C=Cc1ccccc1O2 (stereo unspecified)	-0.98	-0.18	-0.43	0.43	-1	681	.	.	.	0.34	1052	i	40	.	.	.	-3%	-0.7	1358
CCN(CC)S(=O)(=O)c1cccc(C(=O)NCCCN2CCOCC2)c1	-1.2	-0.19	-0.58	0.99	.	.	1.4%	i	-2	1.1	1331	i	20	1.8	1.7	7.4	5%	-1.2	1126
COc1ccccc1N/C(N)=N/c1nc(C(F)(F)F)cc(=O)[nH]1	0.37	-0.28	0.62	0.02	3	747	1.9%	i	8	.	.	i	29	2.3	2.2	9.4	1%	-2.9	1080
CCCCn1nnnc1NCc1cc(OC)c(OC)c(OC)c1	-0.18	-0.22	0.078	0.17	.	.	0.8%	i	-4	.	.	i	24	2.0	2.1	2.1	14%	-2.7	1025
Cc1cccc(NC(=S)N2CCOCC2)c1C	-0.5	-0.13	-0.05	0.089	1	641	-0.6%	i	13	0.9	1340	i	34	4.1	2.3	1.2	-1%	-4.0	557
CC(=O)NCCn1c(SCC(=O)NCCC2=CCCCC2)nc2ccccc2c1=O	2	-0.22	1.2	-1.4	.	.	-0.8%	i	-17	0.88	1451	i	23	7.4	2.9	5.7	-1%	2.9	785
Cc1nc(NC(=O)COc2ccccc2)sc1C(=O)Nc1ccccc1	-0.72	-0.085	-0.45	-0.19	7	642	-3.2%	i	-17	-0.14	1589	i	16	2.2	1.1	8.9	0%	-1.2	1007
CCOc1ccccc1N(CC(=O)N1CCOCC1)S(=O)(=O)c1ccc(SC)cc1	-0.11	-0.24	0.026	0.18	-32	672	.	i	-4	-0.27	1250	.	.	2.8	1.7	1.1	-6%	.	.
CC1(C)CC(=O)C2=C(C1)N1C(=C(C#N)C2c2ccccc2Cl)N=C(N)c2ccccc21 (stereo unspecified)	-0.69	-0.29	0.36	0.77	.	.	-1.2%	i	7	0.85	1234	i	44	3.4	3.5	9.2	17%	3.0	535
Cc1cccc(N)c1SC1CCCCC1O (stereo unspecified)	-0.94	-0.29	-0.71	0.49	-33	624	-0.4%	i	-7	-0.04	1515	i	36	1.4	3.4	4.5	-2%	-1.3	1102
Cc1ccc(S(=O)(=O)NC2CCCC2)cc1C	2.2	-0.019	1.4	-1.9	-8	713	-3.9%	i	0	1.2	875	i	56	2.9	1.5	1.4	4%	-3.9	1039
Cc1ccc(-c2csc(=S)n2CC(=O)OCC(=O)NCc2ccco2)cc1	1.1	0.85	0.62	-1.6	7	784	2.7%	i	13	-0.25	1238	i	18	6.8	2.0	4.9	35%	-9.1	1240
Cn1c(=O)c2[nH]c(NCC3CCCO3)nc2n(-c2ccccc2)c1=O (stereo unspecified)	0.58	-0.21	0.32	-0.00069	19	696	-1.3%	i	-2	-0.63	1674	i	11	2.8	2.4	6.0	-7%	-0.8	1147
O=C1c2ccccc2NC(c2ccc(Cl)cc2Cl)N1Cc1ccccc1 (stereo unspecified)	2.6	-0.15	1.7	-1.3	-15	798	-0.7%	i	-1	0.27	806	i	11	3.1	2.2	0.9	-4%	.	.
Cc1ccc2c(c1)N(CC(=O)N1CCCc3ccccc31)C(=O)CO2	1.2	-0.26	1.1	-1.5	.	.	0.7%	i	15	-0.13	1211	.	.	4.3	2.8	6.5	-1%	-4.9	874
COc1c(OC(C)=O)ccc(/C=C/c2ccc3cccc(OC)c3n2)c1[N+](=O)[O-]	0.69	-0.12	0.18	-0.77	1	696	0.9%	i	4	-0.45	1359	i	6	3.1	3.1	9.2	-6%	0.7	1092
CC[N+]1(C)CCC(=C2c3ccccc3CC(=O)c3sccc32)CC1 (stereo unspecified)	-0.32	-0.14	-0.81	-0.6	.	.	-1.5%	i	1	-0.17	1318	i	43	3.5	2.6	4.6	2%	-1.2	1425
COc1cc(SC#N)ccc1N=Cc1c(C)[nH]n(-c2ccc(Cl)cc2)c1=O	-0.32	-0.13	0.065	-0.0076	1	724	-2.8%	+	-16*	-2.3	788	i	23	3.1	0.8	7.1	-1%	-3.7	1193
Cc1cc(C)n2nc(C(=O)OCCOc3cccc(Br)c3)nc2n1	-1.1	-0.19	-0.21	0.4	.	.	.	i	10	1	1416	i	4	3.6	1.9	0.9	-5%	-0.5	909
COc1ccc(C(=O)CSc2nnc(CN3CCCCC3)n2-c2ccc(F)cc2)cc1OC	0.21	-0.11	0.63	-1.7	3	477	-0.7%	i	13	-0.34	1337	i	15	2.1	1.8	10	5%	0.6	907
O=C(c1cc(-c2ccc(O)cc2)on1)N1CCCc2ccccc21	-0.042	-0.16	0.00066	-0.17	.	.	-0.3%	.	.	-0.73	910	i	27	6.0	1.3	5.6	-6%	0.8	1181
